Source: PubChem BioAssay
Wee1 stabilizer – human Wee1 degradation inhibition, primary screen | P30291 | HeLa Luc-Wee1K328M stability, luciferase luminescence; 100% = proteasome inhibitor MG132 effect | reporter increase, % at 5 µM | actives 1.2% (n = 220,000);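 active = activation above the mean of all tested compounds plus 3 SD, set per screening run, cut at about 8.8% in these data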;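 also: cells exposed to compound for 20 h before luminescence read; 0% = DMSO alone and 100% = MG132 at 30 µM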
S1P4 antagonist – blocks the human S1P4 receptor; O95977; S1P4-expressing cells, antagonist mode, reporter read-out; inhibition, % at 4.98 µM; actives 0.26% (n = 220,000); AID 1510; in the data active = inhibition above about 29%;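 also: 0% = wells stimulated with agonist and 100% = vehicle wells without agonist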
NPY-Y2 PAM-ag – human NPY-Y2 potentiation or agonism, primary screen; P49146; cells expressing NPY-Y2, potentiator/agonist read-out; activation, % at 3.6 µM; actives 0.45% (n = 220,000); AID 1359; in the data active = activation above about 27%;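 also: cells stimulated with NPY near EC25 plus isoproterenol at EC100; 0% = vehicle plus submaximal agonist and 100% = vehicle plus saturating agonist; some results beyond the cut were filed as inactive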
Target sequence (P49146 whole entry, looked up): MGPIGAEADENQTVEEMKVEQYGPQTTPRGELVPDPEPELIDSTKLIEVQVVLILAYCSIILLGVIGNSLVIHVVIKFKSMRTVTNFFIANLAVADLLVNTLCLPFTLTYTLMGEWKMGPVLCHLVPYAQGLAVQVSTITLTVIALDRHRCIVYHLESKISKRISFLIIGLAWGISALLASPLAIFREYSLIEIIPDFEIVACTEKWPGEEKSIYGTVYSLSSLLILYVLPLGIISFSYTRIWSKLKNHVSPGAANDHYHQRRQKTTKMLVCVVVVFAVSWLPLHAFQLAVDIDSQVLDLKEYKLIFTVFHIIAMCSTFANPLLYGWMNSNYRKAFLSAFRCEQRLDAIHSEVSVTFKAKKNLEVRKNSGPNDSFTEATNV
PERK inhibitor – human PERK inhibition, primary cell-based screen. AID 1416. actives 0.17% (n = 220,000). inhibition, % at 5.6 µM. Q9NZJ5. CHO PERK-DD fusion, SEAP luminescence translation reporter;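 active = inhibition above the mean inhibition of all tested compounds plus 3 SD, set separately per screening campaign, cut at about 2.9% in these data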;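 also: PERK kinase domain activated by AP20187 dimerizer at 100 nM; 0% = DMSO with dimerizer and 100% = rapamycin at 8.4 µM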
MDM2 E3 inh – inhibitors of human Mdm2 E3 ubiquitin ligase; actives 0.11% (n = 210,000); cell-based MDM2 ubiquitination luciferase reporter, 2 h; 0 = plate control, 100 = twice control, blank-subtracted; signal enhancement, % at 5 µM; AID 1230;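 active = signal enhancement of 30% or more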;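 also: luminescence tracks abundance of the self-degrading MDM2-luciferase fusion protein; higher signal means inhibition of MDM2 E3 ligase activity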
Target sequence (Q00987 whole entry, looked up, the tested form may be a part): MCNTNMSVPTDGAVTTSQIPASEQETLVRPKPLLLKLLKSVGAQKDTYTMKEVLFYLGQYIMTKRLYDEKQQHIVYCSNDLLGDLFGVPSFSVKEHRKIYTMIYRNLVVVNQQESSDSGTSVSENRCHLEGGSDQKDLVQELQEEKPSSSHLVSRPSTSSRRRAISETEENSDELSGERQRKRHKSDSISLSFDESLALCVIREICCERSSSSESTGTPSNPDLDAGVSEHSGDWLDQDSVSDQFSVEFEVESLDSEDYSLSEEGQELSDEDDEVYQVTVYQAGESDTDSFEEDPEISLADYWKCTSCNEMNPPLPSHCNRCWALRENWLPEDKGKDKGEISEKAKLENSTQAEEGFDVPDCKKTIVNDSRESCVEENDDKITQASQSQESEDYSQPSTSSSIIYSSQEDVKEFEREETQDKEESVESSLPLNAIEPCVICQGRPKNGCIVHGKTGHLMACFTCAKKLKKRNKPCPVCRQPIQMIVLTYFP
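system = mammalian cells stably expressing self-ubiquitinating, self-degrading MDM2 E3–luciferase fusion | quantity = 2000 cells per well seeded | incubation = 4 h cell settling then 2 h compound exposure, 37 °C | signal = SteadyLite luminescence, 15 min reagent step | benchmarks = plate control and blank wells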
S1P4 ag – human S1P4 receptor agonism. O95977. S1P4-expressing cell line, agonist reporter assay. activation, % at 4.98 µM. actives 0.35% (n = 220,000); in the data active = activation above about 11%;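 also: 0% = DMSO vehicle and 100% = reference agonist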
BaF3 tox – parental Ba/F3 viability inhibition as JAK2V617F counter-screen. AID 1486. inhibition, % at 5.6 µM. actives 1.1% (n = 220,000). CellTiter-Glo ATP luminescence;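 active = inhibition above a per-campaign cutoff, the mean inhibition of all tested compounds plus 3 SD, cut at about 27% in these data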;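 also: 0% = DMSO wells and 100% = JAK Inhibitor I control wells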
Ba/F3 V617F tox – loss of viability in JAK2V617F-driven Ba/F3 cells; actives 1.1% (n = 220,000); inhibition, % at 5.6 µM; Ba/F3 EpoR-JAK2V617F viability, ATP luminescence;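 active = inhibition above the campaign mean plus 3 SD over all tested compounds, cut at about 24% in these data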;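 also: cytokine-independent growth of Ba/F3 cells driven by EpoR plus mutant JAK2; 0% = DMSO-treated cells and 100% = JAK inhibitor I control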
eIF4E-4G inh – blocks eIF4E binding to eIF4G; P63073+Q04637; TR-FRET eIF4E-eIF4GI(517-606) binding, 2 h; inhibition, % at 21.7 µM; actives 0.37% (n = 220,000);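 active = inhibition above about 30%, limit read from the data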;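 also: 0% = full FRET control wells and 100% = background wells lacking eIF4GI fragment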
The depositor's hits bear a star; . = not tested or not shown; [ ] = remark or other dose.

(1) Cc1cc(C)c2nc(C(F)(F)F)nc(NCCCN3CCOCC3)c2c1
(2) O=c1cc(CSc2nnc(COc3ccccc3Cl)o2)nc2sccn12
(3) Cc1ccc(-c2nc3ncccn3c2NC2CCCCC2)o1
(4) CCCCC(CC)C(=O)Nc1ccc(C#N)cc1 (stereo not drawn)
(5) O=C(c1ccc(Cl)nc1)N1CCc2ccccc2C1
(6) Cc1cccc(-n2ncc3c(N4CCOCC4)ncnc32)c1
(7) CCC(CC)NC(=O)c1cccc(Oc2ccccc2)c1
(8) CC(C)Cn1c(SCC(=O)Nc2cccc(S(N)(=O)=O)c2)nc2ccccc2c1=O
(9) O=C(Nc1ccc(CN2CCOCC2)cc1)c1cccc(-c2cc3ccccc3oc2=O)c1
(10) O=C(CN1N=C(c2ccccc2)CCC1=O)NCc1ccccc1

Assay by compound	1	2	3	4	5	6	7	8	9	10
Wee1 stabilizer	0	-3	3	-2	-1	-4	-1	-1	-1	2
S1P4 antagonist	1	4	2	0	-12	-1	-12	-18	0	3
NPY-Y2 PAM-ag	14	-12	7	-20	0	-16	-9	20	-17	-10
PERK inhibitor	-1.6	-0.2	-1.1	-0.7	-0.1	0.3	-0.3	-0.6	-1.0	-0.4
MDM2 E3 inh	-8	1	-24	-10	-13	.	-6	-10	-22	-15
S1P4 ag	-0.5	-0.8	-3.8	-1.0	-2.3	-0.2	0.3	0.5	-0.1	0.6
BaF3 tox	7	9	0	4	0	12	0	-1	8	0
Ba/F3 V617F tox	3	4	-1	-3	-1	8	-2	1	1	0
eIF4E-4G inh	-10	3[fluorescence artefact?]	4	3	14	-1	3	-1	-4	2

(11) CCCCSc1nn[nH]n1
(12) CCCOC(=O)CN1C(=O)c2ccccc2C1=O
(13) CSc1sc(C(=O)NNC(C)=O)c2c1C=CCC2
(14) Cc1sc2ncnc(OCc3nnc(-c4cccs4)o3)c2c1C
(15) O=C(Oc1nsnc1N1CCOCC1)c1ccccc1
(16) Cc1cccc2sc(N(CCCN(C)C)C(=O)c3ccc(Cl)s3)nc12
(17) O=C(COC(=O)C1CCCN1C(=O)c1cccs1)Nc1ccc2c(c1)OCO2 (stereo not drawn)
(18) COc1ccccc1-c1cc(C(F)(F)F)nc(S(=O)(=O)CCCC(=O)NCc2ccc(F)cc2)n1
(19) Cc1ccc(NC(=O)Cn2ccc([N+](=O)[O-])n2)cc1C
(20) CN(C)C(CNC(=O)c1cccc(S(=O)(=O)N(C)C)c1)c1ccccc1 (stereo not drawn)

Assay by compound	11	12	13	14	15	16	17	18	19	20
Wee1 stabilizer	3	4	-2	-3	7	0	1	4	0	3
S1P4 antagonist	1	-10	12	-12	0	11	-14	-1	-18	12
NPY-Y2 PAM-ag	-10	1	-3	-11	5	2	8	-14	13	-7
PERK inhibitor	2.4	0.3	0.4	0.8	1.2	0.1	1.1	0.7	0.1	0.3
MDM2 E3 inh	-9	2	-13	-20	-14	-15	3	19	-2	-13
S1P4 ag	0.1	3.3	2.9	1.6	0.2	-0.4	-0.5	-1.4	1.7	2.5
BaF3 tox	7	7	1	2	6	1	-1	10	0	7
Ba/F3 V617F tox	0	5	1	-5	1	0	-4	1	-2	3
eIF4E-4G inh	-1	-7	4	1	15	2	1	0	-3	3[fluorescence artefact?]

(21) O=C1NCC2=C1C(c1ccccc1)Nc1ccccc1N2 (stereo not drawn)
(22) CC(=O)Nc1ccccc1OCC(=O)NCC(F)(F)F
(23) O=C(O)c1ccc(/C=N/O)cc1
(24) COCc1nc2ccccc2n1Cc1ccc(Br)cc1
(25) CN(CCCC(=O)NC1CC(C)(C)NC(C)(C)C1)S(=O)(=O)c1ccc([N+](=O)[O-])cc1
(26) O=C1N/C(=N\N=C\c2cccs2)SC1Cc1cccc(Cl)c1 (stereo not drawn)
(27) O=C(C(=S)N1CCOCC1)c1c[nH]c2ccccc12
(28) COc1cc(N=Nc2ccccc2C(=O)O)ccc1O
(29) O=C(CSC1=NNC(c2ccccn2)S1)Nc1cccc(Cl)c1 (stereo not drawn)
(30) Cc1cc(-c2nnc(SCC(=O)c3ccc(F)cc3)o2)no1

Assay by compound	21	22	23	24	25	26	27	28	29	30
Wee1 stabilizer	0	-2	1	-1	0	-3	0	0	-2	1
S1P4 antagonist	4	7	5	-14	-17	-5	-5	3	2	-8
NPY-Y2 PAM-ag	-2	-2	-16	-19	6	15	-12	-2	17	-9
PERK inhibitor	0.7	0.7	0.1	0.0	0.4	0.8	-0.8	-0.5	1.4	0.7
MDM2 E3 inh	2	-9	-17	-4	-6	-3	-8	-10	18	5
S1P4 ag	-0.4	0.8	0.3	0.1	0.0	-1.1	-0.8	2.8	0.5	0.0
BaF3 tox	8	9	-1	9	6	3	3	-2	3	7
Ba/F3 V617F tox	1	6	-4	4	1	-2	6	5	-2	1
eIF4E-4G inh	0	6	0	-4	-1	-2	0	4	-2	-3

(31) CS(=O)(=O)N(CC(N)=O)c1ccc2c(c1)OCO2
(32) O=C(Nc1ccccc1)N1CCN(c2nc(-c3ccccc3)ns2)CC1
(33) O=C(NCCc1ccccc1)c1n[nH]c2ccccc12
(34) CC(C)NC(=O)c1ccc2c(=O)n(C3CCCC3)c(=S)[nH]c2c1
(35) O=C(Nc1ccc2c(c1)OCO2)C1(S(=O)(=O)c2ccc(Cl)cc2)CC1
(36) O=[N+]([O-])c1cccc(/C=N/Nc2ccccn2)c1
(37) Cc1ccc(-c2csc3ncnc(Sc4nnc(CN5CCCCCC5=O)o4)c23)cc1
(38) CCOc1ccccc1N1CCN(C(=O)c2cc(C)oc2C)CC1
(39) Cc1cccc(N2CCN(C(=O)c3cn4ccccc4n3)CC2C)c1 (stereo not drawn)
(40) Cc1ccc(Cl)cc1N1CCN(S(=O)(=O)c2ccc3c(c2)oc(=O)n3C)CC1

Assay by compound	31	32	33	34	35	36	37	38	39	40
Wee1 stabilizer	1	-1	3	-2	-1	1	-2	3	3	-1
S1P4 antagonist	-7	13	-18	0	-16	5	3	8	7	3
NPY-Y2 PAM-ag	10	-4	-1	8	7	-4	8	0	-13	-4
PERK inhibitor	0.5	0.9	2.0	0.6	-1.4	0.8	0.0	-0.9	0.1	0.5
MDM2 E3 inh	-9	-12	-27	-3	-14	-25	-10	-15	-9	-5
S1P4 ag	-0.9	-0.6	1.0	1.2	1.5	-3.9	-2.3	-0.1	-1.1	2.4
BaF3 tox	6	-4	9	1	0	-1	-3	9	1	2
Ba/F3 V617F tox	4	-2	3	-1	-3	-2	2	7	1	-2
eIF4E-4G inh	0	-1	1	-14	6	-1	-3[fluorescence artefact?]	3	-2	-1

(41) CC1(C)CN(c2ccccc2)N(C(=O)c2ccc(F)cc2)C1=O
(42) Cc1ccc(-c2cc(C)nc3nc(N)nn23)cc1
(43) COC(=O)c1cnc(Oc2ccc(NC(=O)NC(=O)c3c(F)cccc3F)cc2)cc1C(F)(F)F
(44) O=[N+]([O-])c1cc2oc3c(c2c(C=NCc2ccccc2)c1O)CCCC3
(45) O=C(CCc1ccc(S(=O)(=O)N2CCOCC2)cc1)NCCc1ccccn1
(46) O=C(N1CCN(c2ccc(F)cc2)CC1)C1(c2cccs2)CCOCC1
(47) CCCC(=O)Nc1nc(-c2ccc3c(c2)CCN3S(C)(=O)=O)cs1
(48) NS(=O)(=O)c1ccc(N=Nc2c(O)c(C(=O)O)cc3ccccc23)cc1
(49) Cc1c(C(=O)OC2CCCCC2)[nH]c2c1C(=O)CC(C)(C)C2
(50) CCOc1ccc(Cc2c(Cl)nc(SC)nc2N(C)C)cc1

Assay by compound	41	42	43	44	45	46	47	48	49	50
Wee1 stabilizer	-1	-1	2	-1	-3	2	5	5	5	1
S1P4 antagonist	-18	-16	-10	-20	-7	4	-1	7	-2	-10
NPY-Y2 PAM-ag	-6	10	4	7	-3	5	8	34	-18	-24
PERK inhibitor	0.3	0.7	-0.2	0.6	-0.2	-0.3	-0.6	0.4	-1.9	0.0
MDM2 E3 inh	1	-18	-9	-4	-4	-11	-16	-15	-12	-16
S1P4 ag	-0.9	0.1	0.1	0.4	0.9	0.7	-0.6	1.3	-0.2	0.5
BaF3 tox	5	5	-2	5	2	6	0	1	3	5
Ba/F3 V617F tox	-1	-3	-2	2	-3	-4	-2	-5	3	0
eIF4E-4G inh	3	6[fluorescence artefact?]	-1	3	1	-2	-5	-6	-1	3[fluorescence artefact?]

(51) COc1ccc2nc(C(C)O)[nH]c2c1 (stereo not drawn)
(52) O=C(/C=C/c1ccco1)Oc1ccc(C(=S)N2CCOCC2)cc1
(53) N#Cc1cn(CC(=O)NCc2cccnc2)c2ccccc12
(54) NS(=O)(=O)c1cccc(NC(=O)COC(=O)Cc2ccc(Cl)cc2)c1
(55) CC1(C)Cc2c(c(-c3ccccc3)nc(N3CCCC3)c2C(N)=O)CO1
(56) COc1ccccc1N1CCN(C(=O)CCSCc2ccccc2F)CC1
(57) O=c1oc2ccccc2cc1-c1nc(-c2cccs2)cs1
(58) COc1ccc(CCC(=O)Nc2ccc(C)c([N+](=O)[O-])c2)cc1
(59) CC(CNC(=S)Nc1cc(F)cc(F)c1)CSc1ccc(Cl)cc1 (stereo not drawn)
(60) COc1ccccc1NC(=S)N1CCN(c2ncccn2)CC1

Assay by compound	51	52	53	54	55	56	57	58	59	60
Wee1 stabilizer	-1	3	-2	5	-1	-2	2	-3	-3	7
S1P4 antagonist	-20	12	-24	3	-1	-12	17	-16	2	4
NPY-Y2 PAM-ag	3	2	4	-3	21	-17	-2	-2	10	0
PERK inhibitor	1.6	1.2	0.3	0.3	0.8	0.5	-0.1	-0.3	-0.9	0.9
MDM2 E3 inh	-3	8	-2	-4	-12	0	-6	-15	-8	-9
S1P4 ag	-1.1	-4.5	-2.0	1.2	0.1	0.1	-2.1	0.8	2.9	-0.1
BaF3 tox	5	-1	2	6	5	1	3	4	5	-4
Ba/F3 V617F tox	-1	-2	1	-2	-3	3	-1	3	-1	1
eIF4E-4G inh	2	-2	3[fluorescence artefact?]	0	0	-2	-5	4	1	3

(61) C=C(C)CN(CC)c1nc(N)c(C#N)c(CC#N)c1C#N
(62) O=C(NCc1ccc2c(c1)OCO2)c1ccc2c(c1)OCO2
(63) O=C(N/N=C/c1ccccc1O)c1cccc(C(F)(F)F)c1
(64) Cc1nc(SCC(=O)NCc2ccco2)[nH]c(=O)c1C

Assay by compound	61	62	63	64
Wee1 stabilizer	-3	16*	2	1
S1P4 antagonist	4	4	-15	-2
NPY-Y2 PAM-ag	-23	-6	-4	-12
PERK inhibitor	0.3	-0.3	0.4	0.7
MDM2 E3 inh	6	.	-11	0
S1P4 ag	-0.1	1.5	-1.6	1.7
BaF3 tox	7	1	5	2
Ba/F3 V617F tox	7	4	0	1
eIF4E-4G inh	2	-10	0	2[fluorescence artefact?]

From entry 60 up to 61, copied from above:
(60) COc1ccccc1NC(=S)N1CCN(c2ncccn2)CC1
(61) C=C(C)CN(CC)c1nc(N)c(C#N)c(CC#N)c1C#N

Assay by compound	60	61
Wee1 stabilizer	7	-3
S1P4 antagonist	4	4
NPY-Y2 PAM-ag	0	-23
PERK inhibitor	0.9	0.3
MDM2 E3 inh	-9	6
S1P4 ag	-0.1	-0.1
BaF3 tox	-4	7
Ba/F3 V617F tox	1	7
eIF4E-4G inh	3	2
